D3 ag: qHTS of D3 Dopamine Receptor Agonist: qHTS. D3R DiscoveRx beta-arrestin cells, luminescence, 90 min. max activation, %. 410,000 tested, 0.58% active. AID 652048, 2013; in the data active = max activation above about 30%; also: 0% is about no effect; mostly tested at two doses, the higher about 12 µM
Target sequence (P35462 whole entry, looked up): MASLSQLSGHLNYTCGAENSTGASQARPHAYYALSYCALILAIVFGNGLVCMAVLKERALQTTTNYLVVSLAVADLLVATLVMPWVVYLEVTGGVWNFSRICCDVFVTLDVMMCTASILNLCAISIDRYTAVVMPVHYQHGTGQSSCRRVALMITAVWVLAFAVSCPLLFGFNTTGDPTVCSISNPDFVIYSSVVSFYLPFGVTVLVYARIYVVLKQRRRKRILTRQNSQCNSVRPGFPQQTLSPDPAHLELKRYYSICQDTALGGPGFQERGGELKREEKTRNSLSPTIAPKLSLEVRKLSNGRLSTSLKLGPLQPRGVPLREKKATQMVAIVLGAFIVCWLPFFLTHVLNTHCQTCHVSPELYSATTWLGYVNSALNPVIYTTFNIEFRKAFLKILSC
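Cells at 1500/well, incubated overnight, then treated with pinned compounds (dopamine as control) for 90 min at 37 degrees C. DiscoveRx reagent added for 30 - 60 minutes at room temperature; luminescence read.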
MCF10A rerep: A quantitative high throughput screen for small molecules that induce DNA re-replication in MCF 10a normal breast cells; MCF 10A DNA re-replication, Hoechst nuclear intensity, 48 h; AID 624296, 2012; Potency, µM (series often up to 46.1 µM), for inactives: at the highest dose activity, positive = re-replication, most hits filed as activators; 350,000 tested, 2.9% active; also: potency is read from the fitted curve at half-maximal effect; % of control where 0% means no effect; nearly all actives have a fitted effect of over 50% in size
IL1B secr inh: qHTS for Inhibitors of Inflammasome Signaling: IL-1-beta AlphaLISA Primary Screen. THP-1 LPS/ATP IL-1B secretion, AlphaLISA, 16 h; hits give low values. activity change, % at 57.5 µM. 360,000 tested, 4.7% active. AID 743279, 2014; in the data active = activity change below about -50%; inconclusive = mostly about -30% to -49%; also: % is scaled to controls: 0 for no effect and ±100 for the full control effect
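Secreted IL-1B measured by AlphaLISA bead assay after 16 h compound exposure of THP-1 cells; compounds (final up to 57.5 uM) added 1 h before LPS (250 ng/mL) and ATP (1.25 mM) stimulation; lower signal means less secretion.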
HT1080NT lethal: qHTS for induction of synthetic lethality in tumor cells producing 2HG: qHTS for the HT-1080-NT fibrosarcoma cell line; HT-1080-NT fibrosarcoma viability, CellTiter-Glo ATP luminescence, 48 h; Potency, µM (doses to about 46.1 µM), for inactives: at the highest dose activity, negative = less viability, usual class: cytotoxic; 360,000 tested, 1.6% active; AID 686970, 2013;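 also: NT is the 2HG producing partner of a matched IDH1 knockdown line; potency is read from the fitted curve at half-maximal effect; 0% = DMSO-treated cells and -100% = media-only wells without cells; nearly all actives have a fitted effect of over 55% in size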
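Viability of the 2HG-overproducing fibrosarcoma line after 48 hours of compound exposure at 37 degrees C was determined by luminescence with CellTiter-Glo, and concentration-effect curves were then fitted and categorized.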
SW480 rerep: A quantitative high throughput screen for small molecules that induce DNA re-replication in SW480 colon adenocarcinoma cells; SW480 DNA re-replication, Hoechst DNA content imaging, 48 h; Potency, µM (titrated, usually from 46.1 µM), inactives show at the top dose re-replication activation, usual class: activators; 340,000 tested, 1.8% active; AID 624297, 2012; also: potency is read from the fitted curve at half-maximal effect; % of control where 0% means no effect; nearly all actives have a fitted effect of over 55% in size
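Compounds, transferred as 23 nL by pin tool, were incubated with cells for 48 hr; DNA content per nucleus was then quantified by Hoechst staining and fluorescence plate imaging.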
GLP1R cytotox: qHTS of GLP-1 Receptor Inverse Agonists: Cytotox Screen. 410,000 tested, 0.13% active. Potency, µM (highest dose often 38.3 µM), for the others: at the highest dose activity change, negative = inhibition, most hits filed as inhibitors. HEK293 cAMP-luciferase reporter cells, luminescence, 24 h. AID 624418, 2012;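 also: loss of luciferase light is scored as toxicity; potency is read from the fitted curve at half-maximal effect; % is scaled to controls: 0 for no effect and ±100 for the full control effect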
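Cells in DMEM/10% Nu serum/1% pen-strep, 1536-well format. Pre-incubated 12 h, dosed with 23 nL compound, incubated a further 24 h. Luciferase detection, 12 min at room temp, luminescence.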
KB-3-1 tox: qHTS assay for MDR1-selective chemotherapeutics: Primary screen using the parental adenocarcinoma cell KB-3-1 | KB-3-1 viability, CellTiter-Glo ATP luminescence, 72 h | Potency, µM (titrated, usually from 46.1 µM), for inactives: top-dose activity change, negative = cytotoxic, actives largely listed as cytotoxic | 400,000 tested, 1.4% active; also: potency is read from the fitted curve at half-maximal effect; % is scaled to controls: 0 for no effect and ±100 for the full control effect; nearly all actives have a fitted effect of over 60% in size
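Viability of parental KB-3-1 cells, measured by CellTiter-Glo luminescence, followed a 72 h incubation at 37 °C with pinned compounds in phenol-red-free DMEM containing 10% FBS.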
KB-V1 MDR tox: qHTS assay for MDR1-selective chemotherapeutics: Primary screen using the drug-selected MDR subline cells KB-V1; Potency, µM (doses to about 46.1 µM), for the others: top-dose activity change, negative = cytotoxicity, hits mostly cytotoxic; 400,000 tested, 3.4% active; KB-V1 MDR cells viability, CellTiter-Glo, 72 h; AID 1347076, 2019; also: potency is read from the fitted curve at half-maximal effect; % is scaled to controls: 0 for no effect and ±100 for the full control effect; nearly all actives have a fitted effect of over 60% in size
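Cytotoxicity toward P-gp-expressing KB-V1 cells was determined as loss of CellTiter-Glo luminescence after 72 h at 37 degrees C. Compounds were tested in quantitative HTS format across a concentration range, with curves fitted to normalized data.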
HT1080 IDH1KD tx: qHTS for induction of synthetic lethality in tumor cells producing 2HG: qHTS for the HT-1080-IDH1KD cell line. HT-1080 IDH1 knockdown viability, ATP luminescence, 48 h. Potency, µM (series often up to 46.1 µM), inactives show top-dose activity, negative = toxicity, hits mostly cytotoxic. 360,000 tested, 2% active. AID 686971, 2013;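 also: potency is read from the fitted curve at half-maximal effect; 0% = DMSO wells and -100% = cell-free medium wells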
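Knockdown cells (IDH1KD HT-1080) received compounds 2 h after plating at 750 cells/well and were kept 48 h at 37 °C in 5% FBS RPMI. A CellTiter-Glo luminescence read gave % activity for curve fitting.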
* = called active by the depositor; ? = inconclusive; . = no result given; [ ] = dose if it differs, or a comment. Unless noted, calls follow the shape of the dose curve; as a rule, active = well fitted curve in the direction sought with a large enough effect; inconclusive = small, poorly fitted or top-dose-only effect, or another doubt; inactive = no such curve, though single readings can be large; an effect the other way counts as inactive or inconclusive.

SMILES	D3 ag	MCF10A rerep	IL1B secr inh	HT1080NT lethal	SW480 rerep	GLP1R cytotox	KB-3-1 tox	KB-V1 MDR tox	HT1080 IDH1KD tx
Cc1ccc(NC(=O)C(C)c2cccc(C(=O)c3ccccc3)c2)cc1O (stereo not drawn)	0.3	?	?	-21.5%	11.3%	-18.2%	?	6.51µM*	-27.5%
COc1ccc(F)cc1S(=O)(=O)NCCN1CCOCC1	-3.1	3.0%	-5.5	-1.8%	-10.7%	-1.5%	0.2%	-8.3%	0.9%
CCOc1ccc(C(=O)Nc2c(C(=O)Nc3ccccc3OC)oc3ccccc23)cc1OCC	-11.0	.	.	.	.	3.0%	-0.4%	3.4%	.
COc1ccc(OC)c(-n2cnc3cc(C(=O)NC4CCCC4)ccc32)c1	-4.9	.	.	.	.	-3.1%	2.2%	8.1%	.
CC(C)(C)NC(=O)CSCc1c(Cl)cccc1Cl	-8.1	6.4%	-15.0	-0.7%	0.4%	-1.6%	2.3%	8.5%	2.8%
O=C(Nc1cccc(Cl)c1N1CCCCC1)c1ccc(N2CCOCC2)c([N+](=O)[O-])c1	6.5	1.1%	-2.6	0.6%	0.8%	3.1%	12.7%	?	0.0%
COc1ccc(-n2ncc3c2CC(C)(C)CC3NC(=O)c2cnc(C)cn2)cc1 (stereo not drawn)	-2.1	2.4%	5.2	0.0%	-3.8%	-7.5%	-1.7%	?	6.2%
CS(=O)(=O)N1CCC(C(=O)N2CCN(c3ccc(F)cc3)CC2)CC1	-0.2	-1.5%	8.2	18.1%	-0.8%	0.6%[7.66 µM]	-1.1%	-24.1%	13.6%
Cc1ccc(NC(=O)C2CCN(S(=O)(=O)c3cccc4nonc34)CC2)cc1C	-3.2	.	.	.	.	1.1%	4.0%	7.6%	.
COc1ccc(N2CCN(C(=O)CSc3nnc4n3C(C)(C)Cc3ccccc3-4)CC2)cc1	27.5	6.3%	-12.6	5.7%	-5.8%	-6.1%	?	5.17µM*	1.6%
O=C(Nc1cccc(NC(=O)c2ccc(Br)o2)n1)c1ccc(Br)o1	19.8	-5.9%	2.4	5.1%[9.24 µM]	-2.6%	7.2%	1.6%	20.2%	-22.3%
Cc1noc(/C=C/N(C)C)c1S(=O)(=O)N1CCCC(C(=O)NC(C)c2ccccc2)C1 (stereo not drawn)	-9.7	5.0%	-9.1	0.4%	0.3%	-6.6%	-18.5%	14.2%	0.4%
COC(=O)c1cc(N=Cc2c(O)c3ccccc3oc2=O)cc(C(=O)OC)c1	2.1	?	-12.7	-7.6%	8.2%	4.8%	20.9%	?	-0.3%
CCOC(=O)C1CCCN(C(=O)Cc2ccc(C)cc2)C1 (stereo not drawn)	-0.2	?	6.3	14.6%	-7.0%	1.1%	0.0%	0.0%	18.6%
CCCCNC(=O)/C=C1\Sc2ccccc2NC1=O	2.1	8.3%	-16.4	25.2%	-4.0%	3.5%	19.8%	8.6%	18.7%
O=C(COc1ccc(Cl)cc1)Nc1nc(-c2ccncc2)cs1	3.8	1.8%	58.6	17.7%	-5.8%	6.1%	2.9%	-5.8%	11.8%
COc1ccc(CN(C)C(=O)Cn2cnc3c(OCc4ccccc4)ncnc32)cc1OC	24.0	6.8%	-2.1	7.5%	-0.6%	-14.3%	-5.8%	-16.4%	2.9%
CCN(CCNC(=O)Cn1c(=O)sc2ccccc21)c1ccccc1	5.4	-1.9%	0.0	16.3%	-12.7%	-8.5%	0.8%	6.9%	3.0%
COc1ccc2c(CC(=O)OCc3nc4ccsc4c(=O)[nH]3)coc2c1	6.6	1.4%	27.6	-0.3%	-14.8%	-1.5%	-5.5%	25.6%	-3.6%
COc1ccc(NS(=O)(=O)c2ccc(S(=O)(=O)N3CCOCC3)cc2)cc1	0.8	10.8%	2.8	-14.7%	-4.3%	-11.5%[0.307 µM]	0.7%	?	-1.9%
O=C(CCC1CCCC1)Nc1ccc(C(=O)NCc2cccnc2)cc1	-3.4	?	-10.6	5.17µM*	7.0%	-12.6%	-24.3%	-5.4%	6.51µM*
CCc1nc2ccccc2n1Cc1ccc(OC)c(OC)c1	-2.3	11.9%	24.3	-12.8%	-2.6%	3.5%	-2.5%	?	-22.2%
CC(=O)C[C@H](O)CC(=O)[C@H]1OC(=O)[C@@H](C)C/C=C\Cc2ccccc21	15.6	6.0%	8.8	4.3%	-92.1%	-2.1%	0.0%	0.0%	4.6%
CCOC(=O)C1CCCN(C(=O)c2cc(C(C)(C)C)nn2C)CC1 (stereo not drawn)	2.5	.	51.8	9.8%	.	-5.9%	0.0%	-1.9%	0.4%
Cc1ccccc1NC(=O)c1cc(S(=O)(=O)Nc2cccc(C(=O)O)c2)ccc1Cl	1.5	-5.2%	0.0	5.1%	-6.9%	-16.1%	18.6%	28.0%	12.9%
Continuation:
SMILES	D3 ag	MCF10A rerep	IL1B secr inh	HT1080NT lethal	SW480 rerep	GLP1R cytotox	KB-3-1 tox	KB-V1 MDR tox	HT1080 IDH1KD tx
Cc1ccc(OCC(=O)N/N=C\c2c(C)n(C)c3ccccc23)c([N+](=O)[O-])c1	-1.9	?	?	-29.2%	14.6µM*	?	?	?	?
O=C(COC(=O)c1ccccc1O)NCCc1c[nH]c2ccccc12	-10.5	?	-0.6	-3.7%	-6.8%	12.4%	0.3%	-27.4%	-1.7%
COCCn1c(CN2CCN(c3ccccc3)CC2)nc2c1c(=O)n(C)c(=O)n2C	-3.7	1.8%	16.3	-3.0%	-2.5%	-2.4%	-18.7%	0.0%	2.0%
O=C1[C@H]2[C@@H](c3ccc(F)cc3)N3C(=O)N(c4ccc(Br)cc4)C(=O)[C@@]3(Cc3ccc(Cl)cc3)[C@H]2C(=O)N1C1CCCCC1	-35.2	-4.5%	10.3	16.7%	-0.6%	7.7%	-20.8%	8.8%	17.9%
O=c1oc2ccc3ccccc3c2cc1-c1nnc(-c2cccs2)o1	-19.2	0.8%	-2.1	16.3%	-3.7%	25.2%	-1.1%	-15.9%	26.2%
CC(C)Oc1ccc2ccccc2c1C=O	6.5	-3.0%	15.1	-0.6%	-4.9%	3.5%	5.3%	-1.0%	6.2%
CCOC(=O)C1CCN(C(=O)c2ccc(Cl)c(S(=O)(=O)N3CCOCC3)c2)CC1	-8.3	13µM*	26.1	-1.0%	?	8.5%	-6.0%	-13.5%	3.7%
CC(CCc1ccccn1)(CCc1ccccn1)C(=O)c1ccccc1	4.0	18.7%	?	4.3%	-0.7%	5.0%	-11.8%	?	3.4%
COc1cccc(NC(=O)/C=C/c2ccc([N+](=O)[O-])cc2)c1	-6.8	27.3%	-23.9	-17.5%	-118.8%[inhibitor]	-7.9%	?	-9.9%	-14.6%
COc1cc(Cl)c(NC(=O)c2cc(CN3CCCC3)on2)c(OC)c1	-6.1	.	.	.	.	1.3%	6.2%	-8.7%	.
Cc1ccc(C(=O)N/C(=C/c2ccc(-c3cccc([N+](=O)[O-])c3)o2)C(=O)NC(C)(C)C)cc1	8.7	7.2%	-5.2	2.1%	12.0%	-3.2%	27.9%	-26.7%	-4.2%
CC(C)NC(=O)Cn1c(=O)cnc2ccccc21	-0.1	12.5%	4.4	12.3%	-2.3%	6.2%	-9.0%	-10.5%	14.9%
COc1cc(O)c(C=NN2C(=O)CSC2=S)c(OC)c1	8.2	.	33.6	1.8%	.	?	0.0%	-20.4%	2.4%
Cc1ccc(-c2n[nH]c(=S)nc2-c2ccc(C)cc2)cc1	-1.9	-3.4%	-21.1	1.1%	-2.2%	-17.4%	-28.7%	-14.8%	-1.6%
CNC(=O)c1sc(-c2ccccc2)nc1C	-10.6	-2.7%	-17.4	14.0%	-2.5%	-4.8%	11.7%	0.8%	6.5%
COc1ccc(-c2nc3ccccc3c(=O)n2N)cc1	-5.6	-6.5%	-28.9	14.5%	-3.0%	1.2%	6.6%	0.3%	-0.6%
Cc1ccc(CCNC(=O)c2cc(Nc3ccc(C)c(C)c3)nc3ccccc23)cc1	6.6	.	.	.	.	1.9%	-4.4%	18.3%	.
CCc1ccc(-c2nc3cc(NC(=O)c4cc5ccccc5cc4OC)ccc3o2)cc1	9.3	.	.	.	.	4.7%	-2.3%	?	.
Nc1cccc(N2C(=O)c3cccc4c(N)ccc(c34)C2=O)c1	-0.7	2.5%	-29.3	1.6%	-21.9%	157.5%[activator]	-0.9%	-2.7%	2.4%
Cc1ccc(-c2cc(C(=O)Nc3cc([N+](=O)[O-])ccc3C)no2)cc1F	10.2	.	.	.	.	12.4%	10.6%	3.4%	.
O=C1CCC(C(=O)N2CCN(c3cnccn3)CC2)CN1CCc1ccc(Cl)cc1 (stereo not drawn)	8.2	?	-7.0	-10.7%	-2.9%	-0.1%	.	.	11.8%
CCC(C)c1ccc(NC(=O)COC(=O)C2=COCCO2)cc1 (stereo not drawn)	-1.7	-2.0%	-3.7	0.4%	-4.4%	-10.9%	21.0%	20.8%	16.1%

In the list so far, two contain a thiophene ring, fused or not:
SMILES	D3 ag	MCF10A rerep	IL1B secr inh	HT1080NT lethal	SW480 rerep	GLP1R cytotox	KB-3-1 tox	KB-V1 MDR tox	HT1080 IDH1KD tx
COc1ccc2c(CC(=O)OCc3nc4ccsc4c(=O)[nH]3)coc2c1	6.6	1.4%	27.6	-0.3%	-14.8%	-1.5%	-5.5%	25.6%	-3.6%
O=c1oc2ccc3ccccc3c2cc1-c1nnc(-c2cccs2)o1	-19.2	0.8%	-2.1	16.3%	-3.7%	25.2%	-1.1%	-15.9%	26.2%

This is a random part of the collection. Share with any hit: about 11%.
